# Mito fusion yeast: blocks mitochondrial division or promotes mitochondrial fusion | S. cerevisiae fusion-defective mutant growth rescue, CellTiterGlo 48 h | Potency, µM (highest dose often 46.1 µM), inactives show top-dose growth rescue (activation), actives largely listed as activators | hit rate 0.23% among 320,000 | AID 485298;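 note: potency is the fitted concentration of half-maximal effect; % of control where 0% means no effect; nearly all actives have a fitted effect of over 45% in size; temperature-sensitive fusion mutants such as fzo1-1 at 37 °C on non-fermentable ethanol glycerol medium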
#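 Luminescent cell viability in 1536-well qHTS format served as the measure of rescued growth in ts fusion-mutant S. cerevisiae cultured on non-fermentable YPEG for 48 hours at 37C.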
# PTAP TSG101 blk: blocks PTAP/TSG101 interaction to inhibit HIV-1 budding; Q99816; Fluorescence polarization, FITC-PTAP peptide / Tsg101 binding; Potency, µM (highest dose often 115 µM), for the others: at the top dose activity change, negative = inhibition, most hits filed as inhibitors; 340,000 tested, under 10 active; AID 493005; active = well fitted inhibition curve with a large enough effect in the main read-out, with a control signal flat, not every such curve was filed as active; inconclusive = small, poorly fitted or top-dose-only effect, or effect the other way, or a change in a side signal; inactive = no such curve, though single readings can be large or run the other way; note: potency is the fitted concentration of half-maximal effect; % of control where 0% means no effect
#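 Fluorescence anisotropy tracks displacement of a FITC-tagged PTAP peptide (50 nM) from the Tsg101 binding domain (10 uM), following a 20 min room-temperature incubation at pH 7.5.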
# Eya2 phos inh: inhibitors of human Eya2 phosphatase activity. hit rate 0.006% among 330,000. AID 488837. O00167. recombinant Eya2, OMFP fluorescence dephosphorylation (OMFP is methylfluorescein phosphate). Potency, µM (series often up to 76.9 µM), for the others: top-dose activity, negative = inhibition, hits mostly inhibitors; note: potency is the fitted concentration of half-maximal effect; % is set by controls: 0 for no effect and ±100 for the full control effect
# Target sequence (O00167 whole entry, looked up): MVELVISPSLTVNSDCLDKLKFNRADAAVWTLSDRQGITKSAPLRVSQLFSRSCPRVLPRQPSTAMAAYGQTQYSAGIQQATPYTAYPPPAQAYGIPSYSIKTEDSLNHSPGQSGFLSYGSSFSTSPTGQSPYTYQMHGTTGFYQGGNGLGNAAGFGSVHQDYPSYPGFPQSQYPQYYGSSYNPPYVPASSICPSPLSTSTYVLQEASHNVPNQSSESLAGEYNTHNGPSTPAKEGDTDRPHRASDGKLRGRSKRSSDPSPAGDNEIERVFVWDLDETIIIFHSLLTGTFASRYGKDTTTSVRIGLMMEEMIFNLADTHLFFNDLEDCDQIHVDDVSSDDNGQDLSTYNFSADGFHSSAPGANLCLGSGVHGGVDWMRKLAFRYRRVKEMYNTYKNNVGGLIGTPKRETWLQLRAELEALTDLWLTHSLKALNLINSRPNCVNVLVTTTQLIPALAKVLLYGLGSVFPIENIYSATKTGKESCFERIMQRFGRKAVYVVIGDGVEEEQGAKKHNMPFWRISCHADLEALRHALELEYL
#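 Eya2 protein (added as 0.2 uM solution) was preincubated with compound for 10 min at ambient temperature in 50 mM HEPES pH 7.5, 50 mM NaCl, 5 uM MgCl2, 0.05% BSA, 1 mM DTT. OMFP (added at 50 uM) then reacted 10 min; fluorescence read at 485/525 nm.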
# TSHR antag: human thyrotropin receptor antagonism. P16473. AID 504810. TSHR-expressing cells, TSH-stimulated cAMP HTRF, 2 h; hits give low values. hit rate 0.2% among 330,000. activity change, negative = inhibition, % at 11.5 µM;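 active = activity change below a set negative limit, meaning inhibition stronger than a set level, cut at about -70% in these data; inconclusive = activity change between two set negative limits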; note: % is set by controls: 0 for no effect and ±100 for the full control effect
#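 Read-out is FRET at 665 nm (cryptate excitation 337 nm) from a cryptate-tagged anti-cAMP antibody, competed by cell cAMP against cAMP-d2. Compounds are tested on freshly harvested TSHR cells challenged with 4nM TSH (EC80) for 2 hours at 37 deg C.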
# AT treatment: candidate therapy for ataxia-telangiectasia; […] A-T fibroblasts, KAP-1 phosphorylation AlphaLISA; neocarzinostatin DNA damage 30 min before lysis; Potency, µM (series often up to 57.5 µM), for inactives: at the highest dose activation, most hits filed as activators; hit rate 0.19% among 320,000; note: potency is the fitted concentration of half-maximal effect; % of control where 0% means no effect; nearly all actives have a fitted effect of over 45% in size
#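 ATM-like activity read as KAP-1 phosphorylation via AlphaLISA donor/acceptor antibody pairs after lysis and 6 hr at 25C. Cells were ATM-null patient fibroblasts ([…], hTERT), dosed 60 min, then exposed to the DSB inducer NCS for 30 min.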
# Tb PFK block: inhibitors of T. brucei phosphofructokinase; hit rate 0.17% among 330,000; AID 485367; Potency, µM (series often up to 57.5 µM), for inactives: top-dose activity, negative = inhibition, hits mostly inhibitors; O15648; T. brucei PFK, ADP-Glo luminescence;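 note: potency is the fitted concentration of half-maximal effect; 0% = uninhibited 1x PFK enzyme wells and -100% = no-enzyme wells; nearly all actives have a fitted effect of over 60% in size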
#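 Compounds were pin-transferred as a titration series up to 57 uM into substrate buffer (0.5 mM F6P, 0.1 mM ATP, pH 8.0), then 1.25 nM PFK was added and reactions ran 45 min before ADP-Glo detection.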
# Chronic BCR inh: blocks chronic active B-cell receptor signaling | Potency, µM (doses to about 46.1 µM), for the others: top-dose ratio change, negative = lower green/red ratio, usual class: inhibitors | ABC-DLBCL IkBa-CBG/CBR reporter, luminescence ratio, 4 h | hit rate 0.05% among 340,000; active = well fitted inhibition curve with a large enough effect in the signal ratio, with a control signal flat, not every such curve was filed as active; inconclusive = small, poorly fitted or top-dose-only effect, or effect the other way, or a change in a side signal; the % refers to the signal ratio;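 note: potency is the fitted concentration of half-maximal effect; plate controls were basal doxycycline-induced cells for no effect and cells given 10 µM MG132 for full effect; MG132 reads +100%, hits lower the ratio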
#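 TMD8 ABC-DLBCL cells carrying doxycycline-inducible green luciferase fused to IkappaBalpha plus unfused red luciferase were exposed to compounds (up to 46 uM) for 4 hrs at 37C. Activity came from the overlap-corrected green/red luminescence ratio.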
# a7 integrin act: integrin-mediated muscular dystrophy alleviation activation; hit rate 0.064% among 350,000; Potency, µM (top dose mostly 38.3 µM), inactives show at the highest dose activation, actives largely listed as activators; alpha7betagal myoblasts, beta-gal FDG fluorescence, 48 h;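 note: potency is the fitted concentration of half-maximal effect; 100% = response of the positive control SU9516; nearly all actives have a fitted effect of over 60% in size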
#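 alpha7betagal+/- myoblasts (passage 13, 250/well) treated 48 h at 37C with compounds at 1:260 dilution of DMSO stock. Lysed, then beta-galactosidase activity read as FDG fluorescence (ex 480/em 540) after 30 min, with pre-read for autofluorescence.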
# ELG1 DNA repair: ELG1-dependent DNA repair inhibition | HEK293T ELG1-luciferase reporter, luminescence, 16 h; DNA damage induced by 5-fluorouridine | Potency, µM (highest dose often 46.1 µM), for the others: at the highest dose activity change, negative = inhibition, hits mostly inhibitors | hit rate 2.3% among 330,000; note: potency is the fitted concentration of half-maximal effect; % is set by controls: 0 for no effect and ±100 for the full control effect; nearly all actives have a fitted effect of over 55% in size
#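 Quantitative HTS, concentration-response format. 2,000 cells/well co-treated with 5-fluorouridine and compound, 16 hr in 5% CO2 at 37 °C; ONE-Glo luminescence read after 30 min.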
# ASM inhibitor: inhibitors of human secretory acid sphingomyelinase; P17405; placental ASM, HMU-PC fluorogenic substrate, 60 min; Potency, µM (top dose mostly 57.5 µM), for the others: at the top dose activity change, negative = inhibition, hits mostly inhibitors; hit rate 0.006% among 340,000; AID 504937; note: potency is the fitted concentration of half-maximal effect
# Target sequence (P17405 47-631 limits assumed): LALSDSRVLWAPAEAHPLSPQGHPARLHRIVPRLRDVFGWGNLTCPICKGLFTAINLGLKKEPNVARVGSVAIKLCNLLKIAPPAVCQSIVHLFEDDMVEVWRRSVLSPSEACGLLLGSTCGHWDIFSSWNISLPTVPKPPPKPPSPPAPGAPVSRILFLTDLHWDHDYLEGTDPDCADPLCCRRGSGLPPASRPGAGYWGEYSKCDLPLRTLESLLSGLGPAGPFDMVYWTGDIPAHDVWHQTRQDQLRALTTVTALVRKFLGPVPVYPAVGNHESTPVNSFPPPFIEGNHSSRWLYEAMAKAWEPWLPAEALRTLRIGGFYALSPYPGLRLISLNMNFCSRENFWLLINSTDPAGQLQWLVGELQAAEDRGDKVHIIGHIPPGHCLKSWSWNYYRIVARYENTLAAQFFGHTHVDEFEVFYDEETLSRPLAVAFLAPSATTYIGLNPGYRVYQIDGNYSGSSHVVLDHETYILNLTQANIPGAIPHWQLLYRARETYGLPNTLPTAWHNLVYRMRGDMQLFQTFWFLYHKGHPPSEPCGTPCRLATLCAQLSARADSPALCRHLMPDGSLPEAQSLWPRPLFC
#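 qHTS format. ASM enzyme prepared from human placenta hydrolyses the fluorogenic substrate HMU-PC0 (9 uM final) over 60 min at 37 °C after a 10 min compound preincubation.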
# TCR act: T cell receptor activation | primary human leukocytes, anti-CD3, IL-2 HTRF, 48 h | Potency, µM (top dose mostly 9.22 µM), for inactives: at the highest dose activation of IL-2 secretion, usual class: activators | 330,000 tested, under 10 active | AID 504894; note: % of control where 0% means no effect
#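 TCR engagement came from a-CD3 beads alone, with compounds added to primary human leukocytes for 48 hr. Secreted IL-2 bridged europium cryptate- and d2-labelled anti-IL-2 antibodies, giving FRET emission at 665nm after 320nm excitation.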
# * marks the source's active call; other numbers are inactive results; ? = inconclusive; / = not tested or not shown; & = joins results of further samples; [ ] = another dose, or the depositor's remark. Unless noted, calls come from the whole dose curve; as a rule, active = well fitted curve in the direction sought with a large enough effect; inconclusive = small, poorly fitted or top-dose-only effect, or another doubt; inactive = no such curve, though single readings can be large; an effect the other way counts as inactive or inconclusive.
SMILES	Mito fusion yeast	PTAP TSG101 blk	Eya2 phos inh	TSHR antag	AT treatment	Tb PFK block	Chronic BCR inh	a7 integrin act	ELG1 DNA repair	ASM inhibitor	TCR act
CCC(C)NC(=O)C1CCC(=O)N(c2ccc3c(c2)OCO3)C1c1ccc(OC)cc1 (stereo not drawn)	-0.7%	-5.9%	7.5%	13.9	-10.6%	0.2%	2.5%	-16.7%	28.3%	2.2%	-3.1%
CCCCCC(=O)NC(=S)Nc1ccc2oc(=O)ccc2c1	5.2%	2.6%	2.2%	5.9	-0.4%	-0.7%	-1.5%	?	4.8%	-4.0%	-2.6%
O=C(COC(=O)c1cccc(S(=O)(=O)N2CCOCC2)c1)NCc1ccccc1	/	-7.7%	-7.6%	-0.4	-5.2%	1.0%	0.3%	-21.9%	?	2.6%	-2.7%
O=C(O)c1ccc(N/N=C/c2cccc(C(F)(F)F)c2)cc1	10.3%	-3.1%	-1.9%	-9.0	-10.3%	-8.5%	?	-3.1%	?	3.7%	-0.5%
COc1ccccc1CNS(=O)(=O)c1c(C)nc2sccn2c1=O	0.2%	-4.3%	-2.0%	-8.2	-9.4%	-0.2%	?	-3.6%	9.7%	2.6%	9.9%
O=C(Oc1ccccc1C(=O)Nc1ccccc1)c1ccc(Br)c([N+](=O)[O-])c1	15.1%	1.7%	5.2%	1.5	-13.3%	-2.6%	?	-36.4%	?	-22.0%	8.8%[46.1 µM]
O=C(C[C@@H]1C/C=C\C[C@@H](Cc2ccc(F)cc2)C(=O)OCCNC1=O)N[C@H](CO)Cc1ccccc1	/	-3.9%	-8.7%	8.9	8.3%	3.2%	1.0%	-11.8%	?	-1.5%	-3.3%
ClCc1nnc(-c2ccccc2)o1	-13.6%	-8.6%	-4.8%	11.2	-5.7%	3.7%	?	-6.7%	?	3.0%	-3.0%[46.1 µM]

# Remaining list, next part.
SMILES	Mito fusion yeast	PTAP TSG101 blk	Eya2 phos inh	TSHR antag	AT treatment	Tb PFK block	Chronic BCR inh	a7 integrin act	ELG1 DNA repair	ASM inhibitor	TCR act
CCOC(=O)CN1C(=O)C(O)(CC(=O)c2cccc(OC)c2)c2ccccc21 (stereo not drawn)	2.0%	0.1%	0.1%	10.1	1.0%	7.6%	0.5%	-56.3%[inhibitor]	-4.0%	-0.8%	3.0%
CCOC(=O)c1ccc(C(=O)OCC)nc1	-3.0%	-2.7%	2.6%	0.0	2.2%	2.2%	7.0%	3.2%	?	2.3%	3.3%
NC(=O)CCS(=O)(=O)CCN1CCN(S(=O)(=O)c2ccc3c(c2)CCC3)CC1	-2.8%	-2.9%	-0.1%	9.8	2.1%	1.9%	0.8%	8.4%	2.6%	3.4%	1.1%
COC(=O)CN(c1ccc2c(c1)OCO2)S(=O)(=O)c1c(C)[nH]c(=O)[nH]c1=O	0.4%	-6.2%	-8.3%	-4.5	4.9%	1.1%	-1.5%	15.0%	25.8%	7.6%	10.1%
Fc1ccc(-c2nc3ccccc3[nH]2)cc1	-0.8%	-11.5%	-12.6%	-4.9	1.7%	-6.4%	?	?	?	0.6%	0.5%
COc1ccc(/C=N/Nc2nc(-c3ccc(C)cc3)c(NC(C)=O)s2)cc1	-8.8%	-0.4%	0.4%	-9.6	-5.1%	-3.6%	-2.0%	0.0%	24.8%	3.8%	2.5%
CS(=O)(=O)N1CCC(NC(=O)Cc2ccccc2)CC1	-0.8%	-0.4%	-1.4%	2.7	2.0%	3.0%	2.3%	8.7%	20.2%	2.9%	/
COc1cc(C(=O)NCCOc2ccc(C)c(C)c2)cc(OC)c1OC	3.9%	-8.0%	2.7%	24.4	39.9%	1.3%	-9.5%	13.6%	?	-3.3%	-2.1%

# (continued)
SMILES	Mito fusion yeast	PTAP TSG101 blk	Eya2 phos inh	TSHR antag	AT treatment	Tb PFK block	Chronic BCR inh	a7 integrin act	ELG1 DNA repair	ASM inhibitor	TCR act
Cc1nc(C)c(C(=O)OCC(=O)Nc2cccc(C)c2C)s1	-4.4%	-2.0%	-11.8%	28.5	-1.2%	7.5%	7.2%	12.9%	12.8%	0.1%	7.6%
CC(C)Oc1ccc(C2CC(=O)N(c3ccc(N(C)C)cc3)C2=O)cc1 (stereo not drawn)	-0.3%	-3.2%	6.1%	-6.3	-3.8%	-0.3%	-2.6%	-0.1%	-2.1%	1.2%	0.1%[46.1 µM]
CCCCCC1CCC(C(=O)O)CC1 (stereo not drawn)	5.0%	-5.0%	16.4%	23.2	0.2%	2.1%	-6.0%	9.8%	-16.4%	-3.9%	/
CCC(C)NC(=O)c1cc2c(=O)[nH]c3ccc(C)cc3c2s1 (stereo not drawn)	10.6%	-4.3%	-9.7%	-13.5	-13.2%	-0.3%	?	2.7%	-11.4%	1.0%	-4.0%
N=C1/C(=C\c2ccc(SCc3ccco3)o2)C(=O)N=C2SC=NN12	3.8%	?	?	-15.4	1.9%	-4.8%	16.5%	14.7%	17.7%	-4.9%	-2.5%
COc1ccc(-n2cnc3cc(NS(=O)(=O)c4ccc(C)cc4)ccc32)cc1	5.3%	/	-28.6%	-23.5	-2.0%	-0.6%	?	/	?	/	/
Cn1ccc(-c2ccccc2)n1	-2.9%	-0.9%	-0.7%	0.1	-0.8%	0.4%	-2.0%	?	25.7%	6.9%	-3.8%
CC(NC1CCCC1)C(=O)Nc1ccccc1-c1ccccc1 (stereo not drawn)	-2.9%	-0.4%	-11.6%	10.4	-1.6%	-2.4%	2.7%	-18.8%	-14.6%	2.7%	-10.0%

# Continuation.
SMILES	Mito fusion yeast	PTAP TSG101 blk	Eya2 phos inh	TSHR antag	AT treatment	Tb PFK block	Chronic BCR inh	a7 integrin act	ELG1 DNA repair	ASM inhibitor	TCR act
COc1ccc(C2=NOC(C(=O)Nc3c(C)n(C)n(-c4ccccc4)c3=O)C2)cc1OC (stereo not drawn)	-0.7%	1.2%	19.1%	-1.2	4.0%	-4.3%	2.4%	11.7%	-8.5%	4.8%	2.7%
CC(C)COc1nc2ccccc2nc1C(C#N)C(=O)NC1CCCCC1 (stereo not drawn)	1.8%	-1.8%	-3.1%	2.9	/	3.8%	?	13.5%	-7.8%	-0.9%	-0.9%
O=C(COc1ccccc1)Nc1ccc(Cl)cc1Cl	9.8%	/	-1.0%	-4.7	10.1%	5.0%	-12.7%	/	?	/	/
COc1ccc(S(=O)(=O)Nc2ccc3c(c2)C(=O)N([C@H](C)CO)C[C@H](C)[C@@H](CN(C)S(=O)(=O)c2cccs2)O3)cc1	/	0.1%	-9.6%	21.5	5.4%	1.1%	?	-6.4%	?	-3.9%	1.3%
O=C(CSc1nc(-c2ccco2)cc(C(F)(F)F)n1)NCCN1CCOCC1	0.6%	0.2%	1.6%	-1.1	3.1%	-5.3%	19.1%	15.6%	?	-1.2%	-2.4%
O=C(CC1OCC2CCCN2C1=O)Nc1ccc([N+](=O)[O-])cc1 (stereo not drawn)	-19.2%	-8.7%	1.6%	-5.7	-2.6%	0.9%	0.7%	23.5%	10.7%	-2.4%	-3.8%
O=C1CC(=O)Nc2cc(S(=O)(=O)N3CCOc4ccccc43)ccc2N1	1.5%	-3.9%	-11.6%	12.9	-14.0%	-1.5%	6.4%&-1.2%	14.7%	-3.7%	-3.6%	8.5%
Cc1ccc([N+](=O)[O-])cc1NC(=O)C1CCCC1	0.7%	-0.2%	-6.3%	4.0	-9.3%	0.0%	-1.3%	20.1%	0.9%	0.7%	-9.5%
Cc1ccc(C)c(-n2ccnc2SCC(=O)Nc2cccc(S(=O)(=O)NC3=NCCC3)c2)c1	-3.8%	-7.2%	-7.5%	-8.7	3.5%	-6.6%	4.3%	-7.3%	-11.8%	0.8%	-4.8%
C=CCSc1nc2c(c(=N)n1CC=C)C1CCCC1S2 (stereo not drawn)	5.5%	-3.4%	/	/	/	/	/	0.2%	/	-12.8%	-1.8%
COc1ccc(C)cc1NC(=O)CO/N=C(\N)CC(=O)Nc1ccccc1OC	-1.0%	0.1%	-0.2%	2.3	11.8%	-0.1%	0.2%	-28.0%	-16.9%	-0.9%	-7.2%

# Compound activity (PubChem)
